Bioassay records deposited in PubChem by several laboratories.
West Nile antiviral: inhibition of WNV-induced cytopathic effect – cell-based, CPE readout (AID 1621); West Nile virus-infected cells, CPE inhibition; higher % means a stronger effect; 0.02% of 290,000 active; one-dose CPE inhibition, % at 10 µM; IC50 in µM for titrated hits; in the data active = a potency from the dose series; inconclusive = CPE inhibition mostly from about 3.7% at the one dose, without a potency; inactive = the rest, 99 in 100 with CPE inhibition below about 2.2%; also: strong numbers were not always called active
MgcRacGAP inhibition: MgcRacGAP GTPase-activating activity inhibitors, confirmation, biochemical, ADP Hunter fluorescence. MgcRacGAP-stimulated Rac1 GTP hydrolysis, ADP Hunter fluorescence; higher % means a stronger effect; GST-tagged Rac1 F28L mutant substrate. inhibition, % at 30 µM, or IC50 in µM where a hit was titrated. 0.6% of 340,000 active. AID 624330;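 active = first-screen hits whose inhibition reached a set limit at any dose in the follow-up dose series; inconclusive = inhibition above the set first-screen limit but never retested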;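 also: fluorescence reports GDP produced by GAP-driven GTP hydrolysis; strong numbers were not always called active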
Salmonella PhoP GFP: inhibitors of PhoP regulon expression, primary screen, Salmonella Typhimurium, GFP reporter (AID 1863); 0.16% of 300,000 active; inhibition, % at 50 µM, or IC50 in µM where a hit was titrated; S. Typhimurium PhoP-regulated promoter GFP reporter, 4 h; higher % means a stronger effect;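 active = inhibition over 29.93%, a cutoff 3 SD above the screen mean, later confirmed by dose response; inconclusive = inhibition over 29.93% but no dose response follow-up; inactive = inhibition at most 29.93% or unconfirmed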;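 also: 0% = low Mg2+ inducing control and 100% = high Mg2+ repressing control; strong numbers were not always called active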
CSM14.1 death rescue: rescue of cells from ER stress-induced death, primary screen, 384-well, CSM14.1, thapsigargin, ATP luminescence (AID 1222); 190,000 tested, under 10 active; one-dose cellular ATP content (survival), % at 20 µM; EC50 in µM for titrated hits; CSM14.1 thapsigargin-induced death rescue, ATP luminescence; higher % means a stronger effect;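 active = EC50 below 50 µM in the dose-response confirmation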;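 also: death triggered by thapsigargin at about 15 µM added after 2 h compound pretreatment; cell ATP read after overnight thapsigargin exposure of roughly 18 to 22 hours; normalized against plate controls of thapsigargin alone and 5% DMSO vehicle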
LYP phosphatase: PTPN22 lymphoid phosphatase activity blockers – biochemical, fluorescence intensity, uHTS (AID 1779); recombinant LYP phosphatase, fluorescence intensity; higher % means a stronger effect; inhibition, % at 11.5 µM; hits with a dose series show IC50 in µM; 0.054% of 290,000 active; in the data active = inhibition above about 50%;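 also: plate controls were vehicle with enzyme for no effect and no enzyme for full effect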
RSV antiviral HEp-2: RSV antiviral activity via CPE protection, HEp-2 cells, primary 10 µM value included (AID 2391) | HEp-2 cells, RSV-induced CPE inhibition; higher % means a stronger effect | one-dose CPE inhibition, % at 10 µM; IC50 in µM for titrated hits | 0.13% of 310,000 active; in the data active = a potency from the dose series; inconclusive = CPE inhibition mostly from about 23% at the one dose, without a potency; inactive = the rest, 99 in 100 with CPE inhibition below about 21%; also: strong numbers were not always called active
GPR35 arrestin U2OS: GPR35 antagonists blocking zaprinast-driven arrestin recruitment, primary screen, imaging, U2OS, beta-arrestin-GFP, zaprinast agonist (AID 2058); U2OS GPR35 beta-arrestin-GFP translocation imaging, zaprinast antagonism; higher % means a stronger effect; inhibition, % at 10 µM, or IC50 in µM where a hit was titrated; 0.052% of 290,000 active;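 active = inhibition of at least 50% with at least 30 cells and total cytoplasm GFP at most 10,000,000; inconclusive = under 30 cells or total GFP of 10,000,000 plus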
NS5 inhibitors: Dengue-2 NS5 methyltransferase inhibitors, primary screen, biochemical, confirmation dose response (AID 588689) | Dengue-2 NS5 methyltransferase capping enzyme assay, biochemical; higher % means a stronger effect | inhibition, % at 25 µM, or IC50 in µM where a hit was titrated | 0.3% of 340,000 active; in the data active = a potency from the dose series; inconclusive = inhibition above about 29% without an active follow-up result
SV40 large T antigen: TAg ATPase/helicase activity blockers – biochemical (AID 1903). 0.39% of 310,000 active. inhibition, % at 20 µM, or IC50 in µM where a hit was titrated. SV40 large T antigen ATPase/helicase inhibition assay; higher % means a stronger effect; in the data active = a potency from the dose series; inconclusive = inhibition mostly from about 32% at the one dose, without a potency; inactive = the rest, 99 in 100 with inhibition below about 32%; also: strong numbers were not always called active
NS5 inhibitors pilot replicate: also measured in NS5 inhibitors; calls as there; inhibition, %; measured here: pilot screen replicate inhibition
The depositor's hits bear a star; ? = inconclusive; . = no result given. Compounds as they come; 1.5% or so of the library scored in one or more.

SMILES | West Nile antiviral | MgcRacGAP inhibition | Salmonella PhoP GFP | CSM14.1 death rescue | LYP phosphatase | RSV antiviral HEp-2 | GPR35 arrestin U2OS | NS5 inhibitors | SV40 large T antigen | others
COc1cc(-c2c(C#N)c(N)nc3c2CCCC3)cc(OC)c1OC | 0.3% | 7.8% | 12.4% | -1.2% | 0.6% | 0.8% | -8.9% | 1.3% | 6.2%
CCCc1nnc(SCC(=O)Nc2cc(C)on2)n1CCOC | -0.3% | 5.3% | 7.3% | . | -8.5% | 0.8% | 16.0% | 0.0% | 2.4%
O=C1CC(C(=O)Nc2cccc3ccccc23)C2(CCCC2)O1 (centres undefined) | 0.2% | 8.9% | 8.9% | -0.4% | -9.0% | 1.6% | 0.0% | 0.0% | -9.5%
O=C(CN1CCN(Cc2ccccc2)CC1)Nc1ccc([N+](=O)[O-])cc1C(=O)Nc1ccccc1F | -0.7% | 1.6% | 8.4% | -0.7% | 0.7% | 0.2% | -17.9% | -4.4% | 4.3%
O=C(NNc1nc2cc3c(cc2s1)OCCO3)c1ccc(F)cc1 | -0.9% | 8.8% | 3.6% | -2.4% | -0.4% | 1.3% | 6.0% | -10.1% | 8.4%
O=C(NCc1cccs1)C1CCN(c2nc3ccccc3o2)CC1 | . | 2.9% | 9.1% | 0.6% | -6.2% | 0.1% | 18.2% | -2.4% | -1.9%
CS(=O)(=O)N1CCc2cc(S(=O)(=O)N3CCN(Cc4ccc5c(c4)OCO5)CC3)ccc21 | -1.3% | 13.8% | 3.6% | 4.0% | -3.5% | 4.6% | 1.4% | -2.8% | 1.3%
CCOC(=O)c1cnc(SCc2nc(N)nc(Nc3ccccc3)n2)nc1N | 0.5% | 5.9% | -6.5% | -2.7% | -2.4% | -0.7% | -8.3% | -5.6% | -1.8%
Cc1cccc(C(=O)N2CCN(S(=O)(=O)c3ccc4c(c3)OCCCO4)CC2)c1[N+](=O)[O-] | -0.8% | 1.8% | 0.2% | . | -7.5% | 1.9% | -3.4% | 5.2% | 6.0%
CNC(=O)NC(=O)C(OC(=O)CCNS(=O)(=O)c1ccccc1)c1ccccc1 (centres undefined) | 0.3% | 1.2% | -6.8% | . | -3.1% | 1.5% | -3.4% | 0.0% | 7.2%
Cc1ccc(CNC(=O)/C=C/c2ccc(S(=O)(=O)NCc3ccco3)cc2)cc1 | -1.1% | 7.7% | 10.4% | -2.1% | 3.0% | 2.0% | 6.0% | -3.9% | 29.3%
O=c1cc(N2CCc3ccccc3C2)[nH]c(=O)n1C1CCCCC1 | 0.1% | 10.1% | -2.1% | 6.8% | -4.8% | -0.9% | -8.5% | 15.5% | 14.2%
Cc1cc(Br)ccc1N=C1C(=O)Nc2ccccc21 | -0.2% | 5.4% | -2.6% | . | -3.2% | 1.7% | 15.2% | -2.7% | 6.2%
CC(C)Cc1ccc(C(=O)NCc2ccc3c(c2)OCO3)o1 | -0.8% | -3.0% | -2.7% | . | -8.2% | 7.3% | -1.6% | -3.1% | 12.6%
CCn1nnnc1SCC(=O)Nc1ccc(N(C)C)cc1 | 0.8% | ? | 4.4% | . | -8.5% | 0.7% | -11.5% | -14.7% | 37.7%
O=C(O)c1ccccc1C(=O)N1CCN(c2ncccn2)CC1 | 0.3% | -1.0% | -3.9% | . | -7.5% | 0.8% | -5.2% | 4.6% | 0.5%
Cc1ccccc1NC(=O)c1cc(S(=O)(=O)Nc2cccc(C(=O)O)c2)ccc1Cl | 0.2% | . | 0.2% | . | -0.9% | 1.3% | 5.9% | -4.6% | 3.6%
Cc1ccccc1C(=O)NC(=S)Nc1ccc(N2CCOCC2)cc1 | -0.9% | 10.7% | 1.9% | -0.9% | 5.7% | 0.8% | 13.4% | -2.9% | 18.6%
NS(=O)(=O)c1ccc(CCNC(=O)c2cccc(OC(F)F)c2)cc1 | 1.3% | 6.7% | -3.2% | 1.5% | -7.4% | -0.1% | 3.5% | 0.0% | 19.5%
CC(C)(C)C(=O)Nc1nc(-c2ccccc2)ns1 | -0.1% | 9.8% | -3.3% | -2.8% | -2.3% | 3.4% | -6.3% | -2.0% | 4.6%
Cc1ccc(C(C(=O)NCC2CCCO2)N(C(=O)c2snc(C(N)=O)c2N)c2ccccc2F)o1 (centres undefined) | -0.1% | 1.7% | 3.1% | . | -16.7% | 0.0% | 4.8% | -7.9% | -0.8%
CC(C)(C)C1CCc2c(sc3nc(SCC(N)=O)nc(N)c23)C1 (centres undefined) | -0.4% | 4.5% | 1.0% | -5.0% | 3.7% | 3.3% | -14.3% | -6.9% | 0.0%
S=C(Nc1ccc(Cl)c(Cl)c1)NC1CCCCC1 | 2.8% | 5.8% | -5.6% | -1.8% | -3.0% | 1.3% | -1.1% | -8.9% | 0.1%
Cc1cccc(NC(=O)CSc2nsc(SCC(=O)Nc3cccc(C)c3)c2C#N)c1 | -1.3% | -2.4% | -3.6% | -1.7% | 3.9% | 2.3% | 8.4% | 2.6% | 5.2%
COc1ccc2nc(C)cc(Nc3ccc(C(=O)O)cc3)c2c1 | 0.5% | 7.3% | 2.1% | . | -4.7% | 1.4% | -6.3% | 3.2% | -7.2%
O=C(CSc1nnc(Nc2ccccc2)s1)NCc1ccco1 | 1.3% | 7.4% | -9.6% | 0.4% | -1.9% | 0.4% | -16.9% | -1.6% | -85.4%
O=C(Cn1cnc2ccccc2c1=O)c1ccc(Cl)cc1 | -0.4% | 13.6% | 6.1% | -0.2% | -8.2% | . | 10.7% | -9.8% | -7.3%
COc1ccc(-c2nc3c4ccccc4ccn3c2CN2CCCCC2)cc1 | -1.2% | 8.2% | 6.7% | -0.9% | -5.6% | 7.4% | 8.7% | -5.5% | 2.2%
CC(C)c1ccc(NC(=O)CCN2C(=O)c3ccc([N+](=O)[O-])cc3C2=O)cc1 | 0.4% | 5.9% | 4.8% | -1.3% | -0.8% | 0.2% | 10.9% | -1.6% | 6.4%
Cc1nc(NC(=O)C23CC4CC(CC(C4)C2)C3)sc1Cc1ccc2c(c1)OCO2 | -1.2% | 3.9% | -8.3% | 4.2% | 8.5% | 6.0% | 16.3% | -10.5% | 21.4%

Molecules listed so far that contain a furan ring, fused or not:
SMILES | West Nile antiviral | MgcRacGAP inhibition | Salmonella PhoP GFP | CSM14.1 death rescue | LYP phosphatase | RSV antiviral HEp-2 | GPR35 arrestin U2OS | NS5 inhibitors | SV40 large T antigen | others
Cc1ccc(CNC(=O)/C=C/c2ccc(S(=O)(=O)NCc3ccco3)cc2)cc1 | -1.1% | 7.7% | 10.4% | -2.1% | 3.0% | 2.0% | 6.0% | -3.9% | 29.3%
CC(C)Cc1ccc(C(=O)NCc2ccc3c(c2)OCO3)o1 | -0.8% | -3.0% | -2.7% | . | -8.2% | 7.3% | -1.6% | -3.1% | 12.6%
Cc1ccc(C(C(=O)NCC2CCCO2)N(C(=O)c2snc(C(N)=O)c2N)c2ccccc2F)o1 (centres undefined) | -0.1% | 1.7% | 3.1% | . | -16.7% | 0.0% | 4.8% | -7.9% | -0.8%
O=C(CSc1nnc(Nc2ccccc2)s1)NCc1ccco1 | 1.3% | 7.4% | -9.6% | 0.4% | -1.9% | 0.4% | -16.9% | -1.6% | -85.4%

Following part
SMILES | West Nile antiviral | MgcRacGAP inhibition | Salmonella PhoP GFP | CSM14.1 death rescue | LYP phosphatase | RSV antiviral HEp-2 | GPR35 arrestin U2OS | NS5 inhibitors | SV40 large T antigen | others
CC1(C)Cc2c(c(N3CCOCC3)nc3snc(Br)c23)CO1 | -0.3% | 4.5% | 10.0% | 1.6% | 5.0% | 1.4% | 1.8% | -10.6% | -1.1%
COc1ccc(-c2cccc(NC(=O)c3ccc4c(c3)OCO4)c2)nn1 | . | 6.3% | -3.0% | . | . | 0.4% | . | -10.8% | 19.0%
CC(C)CC(NC(=O)C(CC(C)C)NC(=O)OC(C)(C)C)C(N)=O (centres undefined) | 0.4% | 10.8% | 0.8% | -1.5% | -7.9% | 0.8% | -2.9% | 1.7% | 2.4%
CCOc1ccc2nc(NCCNC(=O)C3CC3)c(C)cc2c1 | -0.3% | 11.6% | . | -1.6% | -3.1% | 3.6% | 17.9% | 3.2% | .
CCc1c(C(=O)NC2CCCC2)csc1C | -0.5% | 10.8% | -3.0% | -1.9% | -8.1% | -0.8% | -5.6% | 2.4% | 0.1%
CSCc1ccc(C(=O)Nc2cccc(C)c2C)cc1 | -0.2% | 9.0% | 7.0% | -2.1% | -2.8% | 3.0% | 10.2% | 0.0% | 27.3%
Cc1nnc(NC(=O)C(C)Sc2nnc(-c3ccco3)n2C(C)C)s1 (centres undefined) | 0.0% | 5.2% | 3.5% | . | -14.4% | 3.4% | 6.9% | -6.7% | 1.2%
O=C(NC1CCN(S(=O)(=O)c2cccc(F)c2)CC1)c1ccc(F)cc1 | -0.7% | 6.8% | -5.7% | . | -1.1% | 0.5% | 7.0% | -6.3% | 6.0%
Cn1cccc1C(=O)N1CCc2ccccc2C1 | -0.1% | 9.6% | 10.8% | . | -4.9% | 1.6% | 9.0% | 2.9% | 14.2%
O=C(Nc1ccc2c(c1)OCCO2)C1CCCN(S(=O)(=O)Cc2ccccc2)C1 (centres undefined) | -0.3% | 2.6% | 10.2% | -1.5% | 1.6% | 0.5% | -7.3% | 2.2% | 8.9%
COc1cc(NC(=O)c2cc([N+](=O)[O-])ccc2N2CCOCC2)ccc1NC(=O)c1ccco1 | 1.2% | 1.6% | 0.2% | . | 3.6% | 6.1% | -12.4% | -2.6% | 2.1%
c1cnc2ccc3ncccc3c2c1 | -0.4% | 6.0% | -9.5% | . | -11.2% | 2.9% | -11.0% | 4.0% | 7.7%
Cc1ccc(NCCC#N)cc1C | -0.1% | -10.0% | -3.7% | -0.2% | -5.3% | 2.7% | 0.3% | -2.6% | 11.3%
N#Cc1cccc(CSc2ncnc(N)n2)c1 | -0.4% | 8.5% | -4.3% | . | -8.0% | -0.3% | -0.5% | 0.0% | 2.2%
O=C(Cc1ccc(Br)cc1)Nc1ccc(S(=O)(=O)N2CCCC2)cc1 | -1.4% | 11.1% | 3.3% | . | -3.6% | 9.6% | -2.4% | -0.7% | 18.5%
CCn1c(=O)c2c(n3c(=S)[nH]nc13)-c1ccccc1CC21CCCCC1 | -1.3% | 29.7% | 4.7% | -1.3% | -2.7% | 0.8% | -4.8% | -10.2% | 22.4%
CCOC(=O)CSc1nc2c(c(-c3ccc(C)o3)c1C#N)CCCC2 | -0.1% | 12.2% | -0.6% | -2.4% | -5.0% | 5.2% | 14.8% | -12.8% | 38.2% | NS5 inhibitors pilot replicate=-1.2
COc1cccc(CN(C)C(=O)CSc2nc3ccccc3[nH]2)c1OC | -1.6% | 3.2% | 2.3% | . | -8.2% | 20.2% | -12.0% | 1.6% | 0.4%
